Assay outcomes as filed in PubChem.
HEK293 tox: cytotoxicity in counter-screen for GLP-1R inverse agonists | HEK293 cAMP-luciferase reporter cells, luminescence, 24 h | Potency, µM (top dose mostly 38.3 µM), without a hit: at the top dose activity change, negative = inhibition, most hits filed as inhibitors | 410,000 compounds, 0.13% hits;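 further: loss of luciferase light is scored as toxicity; potency means the concentration at half of the fitted maximal effect; on the % scale 0 is the no-effect control and ±100 the full control effect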
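Cells in DMEM/10% Nu serum/1% pen-strep, 1536-well format. Pre-incubated 12 h, dosed with 23 nL compound, incubated a further 24 h. Luciferase detection, 12 min at room temp, luminescence.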
HT1080 IDH1KD tx: HT-1080 IDH1 knockdown cell toxicity (counter line). HT-1080 IDH1 knockdown viability, ATP luminescence, 48 h. Potency, µM (highest dose often 46.1 µM), inactives show top-dose activity, negative = toxicity, usual class: cytotoxic. 360,000 compounds, 2% hits;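 further: potency means the concentration at half of the fitted maximal effect; 0% = DMSO wells and -100% = cell-free medium wells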
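In this qHTS, HT-1080 cells depleted of IDH1 are exposed for 48 h at 37 °C to compound titrations. Toxicity is scored from CellTiter-Glo luminescence, with DMSO as full viability and medium alone as none.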
MCF10A rereplic: induces DNA re-replication in MCF 10a normal breast cells; MCF 10A DNA re-replication, Hoechst nuclear intensity, 48 h; Potency, µM (highest dose often 46.1 µM), without a hit: top-dose activity, positive = re-replication, most hits filed as activators; 350,000 compounds, 2.9% hits; AID 624296; further: potency means the concentration at half of the fitted maximal effect; % of control where 0% means no effect; nearly all actives have a fitted effect of over 50% in size
KB-V1 cytotox: kills drug-selected multidrug resistant KB-V1 cells; KB-V1 MDR cells viability, CellTiter-Glo, 72 h; Potency, µM (highest dose often 46.1 µM), for inactives: at the top dose activity change, negative = cytotoxicity, usual class: cytotoxic; 400,000 compounds, 3.4% hits; further: potency means the concentration at half of the fitted maximal effect; on the % scale 0 is the no-effect control and ±100 the full control effect; nearly all actives have a fitted effect of over 60% in size
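Drug-selected KB-V1 cells, grown in DMEM lacking phenol red with 10% FBS, receive compound titrations; after three days at 37 degrees C, surviving cell ATP is quantified by CellTiter-Glo luminescence and responses normalized and curve-fitted.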
HT1080-NT tox: kills 2HG-producing HT-1080-NT fibrosarcoma cells. AID 686970. Potency, µM (top dose mostly 46.1 µM), for the others: top-dose activity, negative = less viability, actives largely listed as cytotoxic. HT-1080-NT fibrosarcoma viability, CellTiter-Glo ATP luminescence, 48 h. 360,000 compounds, 1.6% hits;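 further: NT is the 2HG producing partner of a matched IDH1 knockdown line; potency means the concentration at half of the fitted maximal effect; 0% = DMSO-treated cells and -100% = media-only wells without cells; nearly all actives have a fitted effect of over 55% in size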
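HT-1080-NT; 750 cells/well; 5% FBS RPMI; 48 h compound, 37 degrees C; CellTiter-Glo luminescence; curve fitting and curve-class assignment.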
DRD3 agonist: D3 dopamine receptor (human) agonism; max activation, %; P35462; 410,000 compounds, 0.58% hits; D3R DiscoveRx beta-arrestin cells, luminescence, 90 min; in the data active means max activation above about 30%; further: 0% is about no effect; mostly tested at two doses, the higher about 12 µM
Target sequence (P35462 whole entry, looked up): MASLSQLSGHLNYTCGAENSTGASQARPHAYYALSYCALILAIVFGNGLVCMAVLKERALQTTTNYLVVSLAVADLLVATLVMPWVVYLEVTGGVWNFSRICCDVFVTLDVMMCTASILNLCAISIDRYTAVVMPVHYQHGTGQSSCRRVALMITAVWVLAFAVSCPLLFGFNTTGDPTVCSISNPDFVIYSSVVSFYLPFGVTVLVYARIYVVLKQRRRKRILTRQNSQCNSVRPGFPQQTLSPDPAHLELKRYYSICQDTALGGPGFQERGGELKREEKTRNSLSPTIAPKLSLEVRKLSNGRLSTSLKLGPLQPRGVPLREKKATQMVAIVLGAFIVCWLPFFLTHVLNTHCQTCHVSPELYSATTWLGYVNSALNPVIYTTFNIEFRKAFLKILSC
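Agonist-mode cell screen: cells plated at 1500/well and incubated overnight at 37 °C, then exposed to library compounds for 90 min at 37 °C. Detection reagent was added for 30–60 min at room temperature, and luminescence was read.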
SW480 rereplic: DNA re-replication induction in SW480 cells; 340,000 compounds, 1.8% hits; SW480 DNA re-replication, Hoechst DNA content imaging, 48 h; Potency, µM (highest dose often 46.1 µM), inactives show at the top dose re-replication activation, actives largely listed as activators; further: potency means the concentration at half of the fitted maximal effect; % of control where 0% means no effect; nearly all actives have a fitted effect of over 55% in size
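Per well, 250 cells were exposed to pinned compound for 48 hr. Nuclear DNA was visualised with Hoechst (40 min, 37 C) and total object intensity recorded by fluorescence scanning.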
KB-3-1 tox: KB-3-1 parental cell cytotoxicity | 400,000 compounds, 1.4% hits | KB-3-1 viability, CellTiter-Glo ATP luminescence, 72 h | Potency, µM (series often up to 46.1 µM), inactives show at the top dose activity change, negative = cytotoxic, hits mostly cytotoxic | AID 1347075; further: potency means the concentration at half of the fitted maximal effect; on the % scale 0 is the no-effect control and ±100 the full control effect; nearly all actives have a fitted effect of over 60% in size
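Parental KB-3-1 viability, qHTS format: 72 h compound exposure, 37 °C; CellTiter-Glo; media-only wells and DMSO plates as controls; concentration-effect fits on corrected data.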
IL1B secr inh: inflammasome signaling inhibition, IL-1 beta readout; AID 743279; 360,000 compounds, 4.7% hits; activity change, % at 57.5 µM; THP-1 LPS/ATP IL-1B secretion, AlphaLISA, 16 h; hits give low values; in the data active means activity change below about -50%; inconclusive means mostly about -30% to -49%; further: on the % scale 0 is the no-effect control and ±100 the full control effect
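Secreted IL-1B measured by AlphaLISA bead assay after 16 h compound exposure of THP-1 cells; compounds (final up to 57.5 uM) added 1 h before LPS (250 ng/mL) and ATP (1.25 mM) stimulation; lower signal means less secretion.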
* marks the source's active call; other numbers are inactive results; ? = inconclusive; / = no result given; & = joins results of further samples; [ ] = dose if it differs, or a comment. Unless noted, the call rests on the fitted dose curve; in most records, active means well fitted curve in the direction sought with a large enough effect; inconclusive means small, poorly fitted or top-dose-only effect, or another doubt; inactive means no such curve, though single readings can be large; an effect the other way counts as inactive or inconclusive. Hits appear at their usual frequency; 11% or so of the library scored in one or more.

The first two records (preview)
Structure	HEK293 tox	HT1080 IDH1KD tx	MCF10A rereplic	KB-V1 cytotox	HT1080-NT tox	DRD3 agonist	SW480 rereplic	KB-3-1 tox	IL1B secr inh
COC(=O)c1ccc(NC(=O)CN(Cc2ccc(Cl)cc2)S(C)(=O)=O)cc1	11%	?	?	0%	-18%	-19	6%	4%	-7
CNc1c(N)c(=O)oc2ccccc12	19%	0%	?	-2%	5%	-13	-2%	1%	11

The list itself (from the top)
Structure	HEK293 tox	HT1080 IDH1KD tx	MCF10A rereplic	KB-V1 cytotox	HT1080-NT tox	DRD3 agonist	SW480 rereplic	KB-3-1 tox	IL1B secr inh
COC(=O)c1ccc(NC(=O)CN(Cc2ccc(Cl)cc2)S(C)(=O)=O)cc1	11%	?	?	0%	-18%	-19	6%	4%	-7
CNc1c(N)c(=O)oc2ccccc12	19%	0%	?	-2%	5%	-13	-2%	1%	11
CC(C)Oc1ccc(S(=O)(=O)N2CCOCC2)cc1NC(=O)c1nn(C)c(=O)c2ccccc12	-4%	-1%	0%	-12%	3%	2	-12%	1%	-6
O=C(Nc1ccnn1C1CCN(CC2CC=CCC2)CC1)c1ccccc1 (stereo not given)	-5%	-4%	-5%	0%	-1%	-9	8%	?	-4
COc1cccc(/C=C/C(=O)OCC(=O)N2CCCC2)c1OC	18%	-1%	14%	-22%	5%	-4	?	0%	?
O=c1c(CN2CCN(Cc3ccccc3F)C(CCO)C2)coc2ccccc12 (stereo not given)	16%	-2%	5%	-9%	-2%	2	0%	7%	22
CCN(CC)CCn1c2c(c(SCC(=O)Nc3ccc4c(c3)OCCO4)nc1=O)CCCC2	-11%	3%	6%	-14%	1%	0	-2%	?	-2
O=c1c([N+](=O)[O-])c[nH]c2ccccc12	-14%	6%	-2%	0%	-1%	19	1%	18%	46
COC(=O)CSc1nnc(CNS(=O)(=O)c2ccc(Br)cc2)n1C	3%	13%	-6%	4%	24%	5	-12%	16%	-24
CCOc1ccc(C(=O)NC(C(=O)NCc2ccccc2OC)C(C)C)cc1 (stereo not given)	-4%	1%	-2%	-1%	6%	-4	-2%	-2%	6
O=C(Cc1ccc(F)cc1)N1CCC(c2nc3c(nnn3Cc3ccc(Cl)cc3)c(=O)[nH]2)CC1	-29%	/	/	11%	/	-20	/	1%	/
O=C(NCc1cc(Cl)cc(Cl)c1)c1ccc2nc(COCCO)[nH]c2c1	5%	1%	/	-4%	-7%	-4	/	13%	1
O=C(COC(=O)c1cccnc1SC(F)F)NC1CC1	1%	7%	-1%	-14%	11%	-4	-13%	0%	15
COc1ccccc1NC(=O)CSc1nnc(Cn2c(=O)sc3ccccc32)n1C	-14%	-1%	-2%	11%	16%	-10	2%	3%	11
COc1ccc(-c2nc3c(C)cc(Br)cn3c2Cc2cccc(F)c2)cc1OC	-8%	?	/	-29%	?	2	/	0%	?
CCOC(=O)CSC1=Nc2ccccc2C2=NC(CC(=O)NCc3ccccc3)C(=O)N12 (stereo not given)	-13%	4%	11%	13%	2%	2	-1%	7%	-19
Cc1ccc(-c2cccc([C@H]3[C@@H]4C=CC[C@@H](C)[C@@H]4C(=O)N3Cc3ccccc3)c2)cc1	1%	-3%	?	-8%	1%	-1	-14%	?	-5
O=C(CSc1n[nH]c(-c2ccncc2)n1)Nc1ccccc1Cl	-1%	1%	26%	0%	0%	8	-30%[inhibitor]	3%	34
O=S(=O)(c1cccs1)N1CN(C2CCCC2)c2nc3ccccc3nc21	8%	-8%	?	4%	-1%	-12	1%	-7%	-1
CCN(CC)CCSc1nnc2c3cc(F)ccc3n(CC)c2n1	5%	/	/	?	/	-22	/	?	/
Cc1cc(C(=O)OC(C(=O)Nc2ccc(C)c(Cl)c2)c2ccccc2)c(C)o1 (stereo not given)	-3%	-18%	17%	-16%	-19%	-8	9%	?	-26
COc1cc(/C=C2\SC(=Nc3ccccc3)N(Cc3ccco3)C2=O)ccc1OC(C)C(=O)O (stereo not given)	4%	1%	?	-13%	-12%	-1	0%	?	0
CCNC1CCS(=O)(=O)C1 (stereo not given)	-3%	21%	0%	5%	12%	3	?	-5%	/
CN1C(=S)SC2CS(=O)(=O)CC21C (stereo not given)	0%	?	1%	0%	18%	10	8%	3%	-3
Cc1c(OCC(=O)NCCN2CCOCC2)ccc2c(-c3ccccc3)cc(=O)oc12	3%	0%	3%	-12%	8%	-1	-8%	1%	15
Cc1nc(NCC2CCCO2)c2nnn(Cc3ccccc3)c2n1 (stereo not given)	-13%	4%	-6%	-17%	5%	0	-4%	-5%	-8
CC(C)CC(=O)Nc1ccc(C(=O)Cn2c(=O)oc3ccccc32)cc1	-28%	-3%	3%	29%	0%	1	13%	-2%	6
COc1ccc(C2c3[nH]c4ccccc4c3CCN2C(=O)c2ccc(=O)n(C)n2)c(F)c1 (stereo not given)	-23%	?	-15%	0%	?	3	1%	-2%	67
CCCCC(CC)C(=O)N1CCN(C(=O)c2ccco2)CC1 (stereo not given)	1%	-2%	-5%	0%	-6%	-1	1%	1%	-2
COc1ccc(CNC(=O)N2CCN(c3ccccc3OC)CC2)cc1	5%	12%	5%	-26%	16%	9	-29%	-2%	-7
O=C(NCc1ccccc1Cl)c1cnc2sc(N3CCOCC3)nn2c1=O	3%	/	/	4%	/	-14	/	-9%	/
Cc1nc(C(=O)Nc2ccccc2)sc1C(=O)Nc1ccccc1	-15%	2%	8%	-5%	-13%	0	0%	7%	-24
COCCCNC(=O)c1ccc([N+](=O)[O-])c(Cl)c1	34%	11%	12%	-1%	7%	-4	?	-8%	27
CSc1c(C#N)c(N)nc2sc(C(=O)c3ccc(Cl)c(Cl)c3)c(N)c12	14%	9%	19%	12%	17%	12	?	-1%	-7
CC1=C(C(=O)N2CCOCC2)C(c2cc(C)ccc2C)NC(=S)N1 (stereo not given)	-9%	3%	-5%	-9%	16%	12	0%	3%	-13
CCCCNC(=S)NNC(=O)c1cc(C2CC2)nc2ccccc12	3%	9%	4%	/	8%	-9	-2%	/	10
Cc1cc(C)c(S(=O)(=O)N2CCCC(C(=O)NC3CCCC3)C2)c(C)c1 (stereo not given)	-1%	-13%	13%	?	-16%	6	4%	-1%	8
O=C1CCN(Cc2ccccc2)CCN1[C@H](CO)c1ccccc1	13%	2%	-2%	?	-1%	-9	-10%	8%&-3%&9%	12
Cc1cc(C)n(-c2ccc(C(=O)OCn3nnc4ccccc4c3=O)cc2)n1	-13%	12%	1%	10%	0%	2	-1%[9.22 µM]	5%	17
COc1cccc(COC(=O)C2CCN(C(=O)c3ccccc3C)CC2)c1OC	-4%	-2%	1%	?	0%	-1	0%	7%	40
COC(=O)C1(Cc2cc(-c3cccnc3)no2)CCN(C(=O)OC(C)(C)C)CC1	2%	10%	?	-1%	3%	13	-5%	14%	10
CC(C)OC(=O)c1ccc(NC(=O)CSc2nc(-c3cccs3)cc(C(F)(F)F)n2)cc1	0%	/	/	4%	/	3	/	13%	/
OC(CN(Cc1ccccc1)Cc1ccccc1)c1ccccc1 (stereo not given)	5%	?	?	-8%	-1%	-10	?	3%	-9
CCOC(=O)c1c(S(=O)(=O)NCC(=O)Nc2ccc(F)cc2F)c(C)n(C)c1C	-1%	2%	-2%	?	0%	4	-11%	-6%	-13
CCCC1CCC(=NNC(=S)NCCc2ccccc2)CC1 (stereo not given)	4.5µM*	8%	1%	-5%	7%	-2	20%	12%	?
N#C/C(=C\c1cn[nH]c1-c1ccccc1Br)C(=O)O	0%	12%	-1%	-6%	0%	6	-6%	-10%	11
CCc1cccc(NS(=O)(=O)c2ccc3c(c2)oc(=O)n3C)c1	8%	-6%	6%	4.6µM*	-9%	6	-6%	?	0
CSc1nc(C)cc(SCCO)n1	4%	1%	-12%	-4%	-12%	-13	5%	-6%	0
CCc1noc(C)c1C(=O)NNC(=O)COc1cc(C)ccc1C	-2%	7%	2%	-29%	-2%	-3	9%	3%	1
O=C(OCC(=O)N1CCOCC1)c1ccc(O)cc1	4%	3%	-8%	-13%	2%	2	-9%	-13%	26
CCOC(=O)CC1C(=O)NCCN1S(=O)(=O)c1ccc(Cl)c(Cl)c1 (stereo not given)	-3%	-2%	1%	-10%	0%	-2	-7%	9%	-2
CCCNC(=O)c1ccc(N2CCC3(CC2)CC(c2cccc(Br)c2)=NO3)c(NC(=O)c2ccco2)c1	-5%	-12%	?	5%	-15%	24	27%	-5%	-29
Cc1onc(-c2ccccc2)c1C(=O)Nc1ccc(Cl)cn1	-4%[7.66 µM]	5%	4%	?	-8%	-5	3%	-4%	16
CCC(C)(C)n1nnnc1C(c1ccccn1)N1CCCCC1 (stereo not given)	-11%	21%	0%	3%	26%	8	1%	3%	-8
Cc1ccc(-n2c(SCC(=O)O)nc3sc4c(c3c2=O)CCCC4)cc1	6%&0%	-14%	6%	0%	-8%	10&8	-16%	7%	0
CCOC(=O)N1CCN(C(=O)c2cccc(OC)c2OC)CC1	-20%	13%	0%	2%	?	-14	-5%	-2%	13
CNc1ccc(Oc2c(F)c(F)nc(F)c2F)cc1	-15%	7%	-8%	11%	5%	1	-15%	-1%	-20
